NOD2-RIPK2 inh: NOD2-RIPK2 binding disruptors in cells, primary screen, fluorescence, CHO cells, BLA complementation; CCF4 ratio; inhibition, % at 4.98 µM; 360,000 compounds, 0.38% hits; AID 624267, 2012; in the data active means inhibition above about 21%;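 further: 0% = vehicle only and 100% = reference blocker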
Target sequence (O43353 whole entry, looked up): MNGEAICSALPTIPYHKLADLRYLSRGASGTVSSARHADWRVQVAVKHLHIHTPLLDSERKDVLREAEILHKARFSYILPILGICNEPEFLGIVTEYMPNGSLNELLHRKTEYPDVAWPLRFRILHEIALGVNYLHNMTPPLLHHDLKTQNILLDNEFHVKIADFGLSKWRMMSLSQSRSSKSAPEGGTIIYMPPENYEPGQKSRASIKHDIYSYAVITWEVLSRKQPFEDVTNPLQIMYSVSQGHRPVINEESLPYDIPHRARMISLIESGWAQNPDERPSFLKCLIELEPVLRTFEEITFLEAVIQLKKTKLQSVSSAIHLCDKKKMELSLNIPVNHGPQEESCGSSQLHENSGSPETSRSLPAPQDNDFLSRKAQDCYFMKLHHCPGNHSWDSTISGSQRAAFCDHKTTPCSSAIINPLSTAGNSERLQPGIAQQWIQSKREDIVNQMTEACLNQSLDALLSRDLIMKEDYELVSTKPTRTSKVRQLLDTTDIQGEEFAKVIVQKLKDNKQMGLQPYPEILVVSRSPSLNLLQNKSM
NCOA3 inh: SRC3 coactivator transcriptional activity inhibitors, primary screen, cell-based, luminescence; inhibition, % at 3.6 µM; Nuclear receptor coactivator 3 (Homo sapiens), Q9Y6Q9; AID 588352, 2011; 360,000 compounds, 0.17% hits; HEK293 GAL4-SRC3 luciferase reporter;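 active means inhibition above a per-campaign cutoff, the mean of all compounds plus 3 SD, cut at about 60% in these data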;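 further: 0% = DMSO-treated cells and 100% = gossypol-treated cells at 36 µM; higher means less SRC3-driven luciferase light from the GAL4 reporter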
NR5A2 inv ag: LRH-1 (NR5A2) inverse agonists, primary screen, cell-based, luminescence, HEK293T, StAR-luciferase reporter | Nuclear receptor subfamily 5 group A member 2 (Homo sapiens), O00482 | LRH-1 transfected, 24 h | inhibition, % at 3.6 µM | 360,000 compounds, 0.13% hits;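 active means inhibition above the mean inhibition of all tested compounds plus 3 SD, cut at about 73% in these data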;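 further: 0% = DMSO wells and 100% = reporter-only cells lacking LRH-1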
Target sequence (O00482 whole entry, looked up): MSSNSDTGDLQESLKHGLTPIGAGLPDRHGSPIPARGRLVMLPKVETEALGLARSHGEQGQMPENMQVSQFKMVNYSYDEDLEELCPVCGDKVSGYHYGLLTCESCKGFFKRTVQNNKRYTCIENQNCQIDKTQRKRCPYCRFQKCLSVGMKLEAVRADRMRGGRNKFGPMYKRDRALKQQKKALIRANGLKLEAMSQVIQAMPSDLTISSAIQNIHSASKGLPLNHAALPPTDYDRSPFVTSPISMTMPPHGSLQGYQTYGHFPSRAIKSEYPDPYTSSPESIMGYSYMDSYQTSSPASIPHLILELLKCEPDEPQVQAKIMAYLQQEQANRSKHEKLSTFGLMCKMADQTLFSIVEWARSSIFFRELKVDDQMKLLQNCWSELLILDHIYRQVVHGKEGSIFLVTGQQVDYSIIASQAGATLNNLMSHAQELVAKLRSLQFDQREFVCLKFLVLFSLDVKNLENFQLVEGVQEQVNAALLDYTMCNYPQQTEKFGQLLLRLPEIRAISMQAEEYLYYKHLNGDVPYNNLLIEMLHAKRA
TLR9-MyD88 inh: inhibitors of TLR9-MyD88 association in cells, primary screen, cell-based, CHO, BLA complementation, fluorescence; Toll-like receptor 9 (Homo sapiens) + Myeloid differentiation primary response protein …; CCF4 FRET ratio; inhibition, % at 4.98 µM; 340,000 compounds, 0.21% hits;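 active means inhibition above the mean over all tested compounds plus 3 SD, cut at about 21% in these data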;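 further: 0% = DMSO only wells and 100% = clavulanate BLA inhibitor control wells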
TROY NFkB inh: inhibitors of TROY-driven NF-kB signaling, primary screen, Q293 LMP1-TROYcd cells, NF-kB luciferase, uHTS; Q293 LMP1-TROYcd NF-kB luciferase reporter, 4 h; inhibition, % at 10 µM; 360,000 compounds, 0.98% hits;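 active means compounds whose plate-normalised and pattern-corrected inhibition of the luciferase reporter signal at the single screening dose is 50% or more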
NCOA2 inhibitor: inhibition of GAL4-SRC2 driven luciferase reporter, primary screen, SRC2 inhibitor project, cell-based, luminescence | HEK293 GAL4-SRC2 luciferase reporter | Nuclear receptor coactivator 2 (Homo sapiens), Q15596 | inhibition, % at 9 µM | 370,000 compounds, 0.17% hits;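 active means inhibition above the mean inhibition of all tested compounds plus 3 SD, set per campaign, cut at about 52% in these data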;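 further: 0% = DMSO treated cells and 100% = cells given Gossypol at 36 µM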
LMP1 NFkB inh: EBV LMP1-driven NF-kappaB luciferase reporter inhibitors, primary screen, cell-based, luminescence, single point; LMP1-induced NF-kappaB luciferase reporter cells; inhibition, % at 12.5 µM; 350,000 compounds, 0.69% hits; in the data active means inhibition above about 41%; inconclusive means no clear call, values can overlap the other calls;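 further: 0% = neutral control wells and 100% = reference inhibitor control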
COUP-TFII inh: NR2F2 transcriptional activity inhibitors, primary screen, cell-based, luciferase reporter, HEK293T, luminescence; HEK293T NGFI-A luciferase reporter; inhibition, % at 8.6 µM; 370,000 compounds, 0.7% hits;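 active means inhibition above a per-plate cutoff, mean inhibition of test wells between control levels plus 3 SD, cut at about 38% in these data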;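 further: cells cotransfected with COUP-TFII expression vector driving the NGFI-A reporter; 0% = median of COUP-TF2 test wells and 100% = reporter-only cells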
TRAIL sens C8: viability loss with TRAIL in NB7+C8 cells, primary screen, TRAIL sensitizer project, cell-based, ATPlite luminescence. 360,000 compounds, 1% hits. inhibition (viability loss, TRAIL sensitization), % at 10 µM. AID 624354, 2012;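 active means compounds causing at least 50% loss of cell viability in the single-dose screen, relative to plate controls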
Vif inh: HIV Vif self-association inhibitors, primary screen, imaging, HEK293T, single point | inhibition, % at 7.49 µM | HEK293T cells, Vif self-association by quenched fluorescence, 24 h | 340,000 compounds, 0.35% hits | AID 602346, 2012; in the data active means inhibition above about 50%, passing the limit was not always enough; inconclusive means no clear call, values can overlap the other calls; inactive means below about 31%; further: some results filed as inactive read as strong as hits
SRC1 inh: SRC1 coactivator transcriptional activity inhibitors, primary screen, cell-based, luminescence; Nuclear receptor coactivator 1 (Homo sapiens), Q15788; HEK293 GAL4-SRC1 luciferase reporter; inhibition, % at 3.6 µM; 360,000 compounds, 0.12% hits;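 active means inhibition above the campaign mean plus 3 SD, with each screening campaign given its own cutoff, cut at about 60% in these data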;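 further: 0% = DMSO treated cells and 100% = gossypol at 36 µM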
* = called active by the depositor; u = inconclusive; x = no result given. Some of the compounds tested; rates above refer to the full screens.

SMILES	NOD2-RIPK2 inh	NCOA3 inh	NR5A2 inv ag	TLR9-MyD88 inh	TROY NFkB inh	NCOA2 inhibitor	LMP1 NFkB inh	COUP-TFII inh	TRAIL sens C8	Vif inh	SRC1 inh
COc1ccccc1NC(=O)/C(=C\c1cccnc1)NC(=O)c1ccccc1	-13	-37	-1	2	1	-4	1	5	-10	0	17
CCCCn1c(=O)[nH]c2ccccc21	9	-3	-2	13	-14	-9	4	7	0	9	-2
Cc1ccc(S(=O)(=O)N2CCC(=O)N(C(COCc3ccc(C(F)(F)F)cc3)Cc3ccccc3)CC2)cc1 (centres undefined)	1	0	3	-1	-8	5	-6	1	13	-1	3
C=CCC(NCc1ccco1)c1ccc(OC)c(OC)c1 (centres undefined)	-2	-7	-2	-5	18	-3	5	0	-4	3	1
Cc1ccc(C(=O)N(C)CC(=O)Nc2ccc(N3CCOCC3)cc2)s1	6	-9	1	-7	-9	-29	-6	-5	9	0	-28
CCC[C@H]1CN(c2ccc(Br)cc2)C(=O)[C@@H]1CC(=O)NC	-14	9	8	-1	-2	11	0	-13	-11	0	3
CC(=O)Nc1ccc(NC(=O)CSc2cn(CC(=O)N3CCOCC3)c3ccccc23)cc1	7	-6	-12	7	3	-5	3	-3	-3	8	-13
COc1ccc(/C=N/NC(=O)c2ccccc2)cc1CN1CCN(c2ccc(F)cc2)CC1	-1	-13	-26	-2	-14	-17	4	10	-1	-1	-61
OCc1ccccc1-c1ccc2nncn2c1	4	-5	-2	x	-11	-9	x	8	-9	30	-8
O=C1[C@H](Cc2ccccc2)NCCCC[C@H](c2ccc(Cl)cc2)N1Cc1ccc(Cl)cc1	11	-10	-6	-6	0	-13	4	-15	-1	-2	-3
Cc1cccc2[nH]c(CN(C)Cc3nc(CC4CC4)no3)nc12	-8	12	2	-1	-5	-9	-6	12	-2	-3	8
C/C(=N\OC(=O)c1ccc(F)cc1)c1sc(-c2ccc(Cl)cc2)nc1C	6	1	-6	3	-40	0	-9	1	-5	-1	-30
CC1CCCN(S(=O)(=O)c2ccc(C(=O)Nc3sc4c(c3C(N)=O)CCN(C)C4)cc2)C1 (centres undefined)	-13	11	6	-4	-24	-10	4	-5	-1	-4	-41
CCN1CCN(Cc2ccc(OCc3ccccc3)c(OC)c2)CC1	-1	-53	-68	10	4	-39	-7	-36	-3	4	-82
O=C(NCCCn1ccnc1)c1sc2cccc(F)c2c1Cl	-3	4	1	2	12	12	-9	-3	-10	-4	4
COc1ccc(C2=NOC(C(=O)Nc3cccc(O)c3)C2)cc1 (centres undefined)	-3	3	7	5	9	29	2	15	5	-3	5
O=C(OCc1nc2ccccc2s1)c1ccc(Br)o1	-3	-24	-7	-1	-11	-34	-1	-15	-9	2	-27
Cc1ccccc1OCCCCCn1ccnc1	1	13	16	-3	6	3	6	-5	-1	-3	-3
CCSc1nnc(NC(=O)CCC2CCCCC2)s1	0	5	3	2	-24	-14	5	6	1	-4	3
CN(C)/C=C(\C#N)C(=O)c1cccc(Oc2ccc(Br)cc2)c1	4	13	-7	-10	4	9	2	5	9	-5	-17
CCCCn1c(=O)n(CC(=O)Nc2ccc(C)c(Cl)c2)c(=O)c2c1ncn2Cc1ccco1	12	-4	5	-3	17	11	4	-1	-11	5	7
C[C@H]1CN([C@@H](C)CO)C(=O)CCCn2cc(nn2)CO[C@@H]1CN(C)C(=O)Nc1ccc(C(C)(C)C)cc1	7	-30	3	3	10	-7	0	3	-12	14	12
Cc1cc(C)n(CC(=O)c2cccc([N+](=O)[O-])c2)n1	-12	4	-1	-8	-16	9	-1	-1	6	-3	11
Cc1ccc(S(=O)(=O)NCCNC(=O)CN2CCCC2)cc1	9	5	15	-5	5	-15	-5	2	-9	11	-2
O=[N+]([O-])c1ccc(-c2nc(Nc3cccc(O)c3)c3ccccc3n2)cc1	0	4	35	1	82*	5	-16	-15	36	-13	0
Cc1ccc2c(O)c(Cc3ccccc3)c(=O)[nH]c2n1	-2	0	6	4	3	-36	3	1	-5	-5	-7
CC1(C2CC(C(F)(F)F)n3nc(C(=O)O)cc3N2)CC1 (centres undefined)	-10	-14	-1	13	11	-17	3	10	1	-15	-22
C/C(=N/NC(=O)NC12CC3CC(CC(C3)C1)C2)c1ccccc1	-5	-24	-1	-10	-11	-16	8	6	8	5	7
CCCn1c(SCC(=O)c2cc(OC)ccc2OC)nc2c1c(=O)n(C)c(=O)n2C	1	14	-24	3	-7	5	-1	-3	-6	-9	-4
NC1=NC[C@@H](Cc2ccc(O)cc2)N1CCCCC1CCCCC1	5	-3	-2	-14	2	22	-7	5	21	-3	0
CCOC(=O)CSc1nc2c(sc(=S)n2Cc2ccco2)c(=O)n1-c1ccc(F)cc1	-9	13	17	7	13	6	2	11	3	0	-7
O=C(Cn1cnc2ccccc2c1=O)NCCC(=O)N1CCN(c2ccccc2)CC1	5	-9	-2	-4	-14	-2	0	11	3	-7	10
CC1CCCC(NC(=O)COC(=O)c2cc(=O)[nH]c3ccccc23)C1C (centres undefined)	1	-15	6	-1	-4	14	-3	-11	-19	u	5
c1ccc(-c2cc(CSc3nc4ccccc4[nH]3)on2)cc1	9	22	-5	-2	1	-13	14	40*	19	-25	0
Cc1cccc(N(CC(=O)N=Nc2c(O)[nH]c3ccccc23)S(C)(=O)=O)c1C	-2	26	16	-8	-9	-19	-3	7	1	-4	1
CNC(=S)Nc1sc2c(c1C(=O)OC)CCC2	-10	-16	4	5	-4	21	2	-7	-1	4	2
CCCCCCCCC(c1nc2ccccc2[nH]1)N1CCN=C1c1cc2ccccc2[nH]1 (centres undefined)	4	16	-27	x	-5	-20	x	10	87*	-3	-4
Cc1nn(Cc2ccc(F)cc2)c(Cl)c1/C=N/NC(=O)c1cccnc1	-7	5	12	-4	1	8	-15	5	-7	28	-3
O=C(CN1CC(=O)Oc2ccccc21)OCC(=O)c1ccc(F)cc1	2	-22	-12	5	-22	1	-31	2	-17	-6	-14
O=C(CCC1CCCN(C(=O)c2ccc3c(c2)OCO3)C1)NCc1ccc(F)c(F)c1 (centres undefined)	-16	0	-3	3	-20	-12	2	-6	5	-1	-6
Cc1c(Cl)cccc1NC(=S)Nc1ccc2[nH]c(=O)[nH]c2c1	0	2	11	-9	-9	19	5	13	-18	-4	1
COC(=O)CSc1nnc(-c2ccc(S(=O)(=O)NCc3ccccc3Cl)cc2)o1	3	3	-16	8	14	-14	5	-12	-1	-26	9
CCc1noc(C)c1C(=O)OCC(=O)Nc1nc(-c2ccc(F)c(F)c2)cs1	-9	16	-25	15	54*	27	9	4	36	-2	-1
NS(=O)(=O)c1ccc(NC(=O)COC(=O)CCc2c[nH]c3ccccc23)cc1	-1	10	-17	0	15	9	-5	-6	-2	-11	-26
Cc1ccc2c(CN3CCOCC3)cc(=O)oc2c1C	-2	-13	-5	-13	1	-24	3	-5	-9	0	4
CCN(CC(=O)Nc1c(F)cccc1F)C(=O)c1ccc2c(c1)S(=O)(=O)N=C1CCCCCN12	9	3	7	10	-1	1	1	3	-2	-1	-18
Cc1ccc(Cn2nc(C)c(NC(=O)c3cc(-c4ccco4)on3)c2C)cc1	-3	26	9	-18	19	x	9	x	6	5	-12
Cc1cc(=O)[nH]c(SCC(=O)N(CCC#N)c2ccccc2)c1C#N	-6	-13	-5	-9	-7	12	-3	6	5	0	-22
COC(=O)C1CCN(C(=O)c2ccc(SC)cc2OC)CC1	-9	9	-2	-10	-2	-23	-8	15	-5	-1	-2
COc1ccc(C(=O)N(c2ccccc2)C2C=CS(=O)(=O)C2)cc1 (centres undefined)	-6	14	-22	7	8	14	2	9	-28	-4	-12
CCC(=O)N1CCCC(C)(C(=O)Nc2ccc(OC(F)F)cc2)C1 (centres undefined)	-8	4	-10	x	-6	7	x	3	13	-6	7
Cc1ccc(NC(=O)c2ccc(Cl)cc2[N+](=O)[O-])nc1	-2	-7	3	-1	-13	-5	-13	-3	9	1	-13
COc1ccc(NC(=O)c2ccccc2NC(=O)CN2CCCCCC2)cc1	-6	6	-7	-7	1	-30	0	4	-20	-5	-22
CCOc1ccc(CCNC(=O)c2ccc(OCc3c(C)noc3C)cc2)cc1OCC	-14	-7	8	-5	16	9	9	1	-1	3	-7
Cc1ccc2cc(C#N)c(N3CCCN(C(=O)C4CCCO4)CC3)nc2c1 (centres undefined)	6	2	2	-2	-15	11	1	19	-16	-2	0
CCc1nn(CC(=O)NCCCN2CCCC2=O)c(=O)c2cc3sccc3n12	-4	4	11	-2	1	-5	4	10	6	-4	-3
CCN(CC(=O)N1CCOCC1)S(=O)(=O)c1ccc(Cl)cc1	2	14	-2	-14	-1	1	0	24	-13	-7	5
CN1CCN(C(=O)c2ccc(S(=O)(=O)N(C)c3ccccc3)cc2)CC1	5	5	13	2	-10	-6	12	5	-17	x	0
Cn1c(SCc2cccc(Br)c2)nnc1-c1ccccn1	1	7	15	-8	1	-69	-6	3	5	-3	-7
COc1ccc(OC)c(S(=O)(=O)NCc2cn3ccsc3n2)c1	-6	15	9	-4	-5	-23	-2	8	-1	2	5

Carrying on.
SMILES	NOD2-RIPK2 inh	NCOA3 inh	NR5A2 inv ag	TLR9-MyD88 inh	TROY NFkB inh	NCOA2 inhibitor	LMP1 NFkB inh	COUP-TFII inh	TRAIL sens C8	Vif inh	SRC1 inh
O=C(NC1CCCCC1)c1cccc(S(=O)(=O)N2CCOCC2)c1	1	9	-6	5	-17	-17	25	11	-14	10	-11
O=C(Cn1nc(C(F)(F)F)c2c1CCCC2)N1CCOCC1	-7	16	11	2	-25	-2	-6	17	3	0	-22
CCOC(=O)c1ccc2nc(Nc3nc4ccc(F)cc4s3)sc2c1	-7	35	16	-10	87*	19	24	-2	8	6	10
O=C(NC(=S)N1CCc2ccccc21)c1ccccc1Br	-3	-33	-69	1	-54	-30	1	-7	17	-10	-9
O=C(O)CCCn1c(=S)[nH]c2c(sc3ccc([N+](=O)[O-])cc32)c1=O	-10	19	-8	6	-1	1	3	4	-11	6	-3

Some of the entries so far, in markdown.
| molecule | NOD2-RIPK2 inh | NCOA3 inh | NR5A2 inv ag | TLR9-MyD88 inh | TROY NFkB inh | NCOA2 inhibitor | LMP1 NFkB inh | COUP-TFII inh | TRAIL sens C8 | Vif inh | SRC1 inh |
| --- | --- | --- | --- | --- | --- | --- | --- | --- | --- | --- | --- |
| O=C(O)CCCn1c(=S)[nH]c2c(sc3ccc([N+](=O)[O-])cc32)c1=O | -10 | 19 | -8 | 6 | -1 | 1 | 3 | 4 | -11 | 6 | -3 |
| O=C(Cn1nc(C(F)(F)F)c2c1CCCC2)N1CCOCC1 | -7 | 16 | 11 | 2 | -25 | -2 | -6 | 17 | 3 | 0 | -22 |

High-throughput results deposited in PubChem by several laboratories.
